Assay outcomes from PubChem BioAssay.
SIAH1 antagonists = blockers of Siah-1 interaction with plectin peptide – biochemical, fluorescence polarization, rhodamine-plectin, uHTS, primary screen (AID 1817). Siah-1 / rhodamine-plectin peptide fluorescence polarization; higher % means a stronger effect. hit rate 0.02% among 290,000. displacement, % at 20 µM, or IC50 in µM where a hit was titrated;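 active means displacement of at least 50% at 20 µM, with a fluorescence ratio check between 0.3 and a set limit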;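 further: plate controls were Siah plus tracer with DMSO for no effect and tracer alone without Siah for full effect; strong numbers were not always called active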
RSV antiviral HEp-2 = RSV antiviral activity via CPE protection, HEp-2 cells, primary 10 µM value included (AID 2391); HEp-2 cells, RSV-induced CPE inhibition; higher % means a stronger effect; CPE inhibition, % at 10 µM; hits with a dose series show IC50 in µM; hit rate 0.13% among 310,000; in the data active means a potency from the dose series; inconclusive means CPE inhibition mostly from about 23% at the one dose, without a potency; inactive means the rest, 99 in 100 with CPE inhibition below about 21%; further: strong numbers were not always called active
MgcRacGAP inhibition = MgcRacGAP GTPase-activating activity inhibitors, confirmation, biochemical, ADP Hunter fluorescence; MgcRacGAP-stimulated Rac1 GTP hydrolysis, ADP Hunter fluorescence; higher % means a stronger effect; GST-tagged Rac1 F28L mutant substrate; one-dose inhibition, % at 30 µM; IC50 in µM for titrated hits; hit rate 0.6% among 340,000;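 active means first-screen hits whose inhibition reached a set limit at any dose in the follow-up dose series; inconclusive means inhibition above the set first-screen limit but never retested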;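 further: fluorescence reports GDP produced by GAP-driven GTP hydrolysis; strong numbers were not always called active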
AID2073 = disruptors of CaV2.2 binding to Mint1 – biochemical, HTRF (AID 2073). HTRF protein-protein interaction, Mint1-CaV2.2; higher % means a stronger effect. inhibition, % at 20 µM; hits with a dose series show IC50 in µM. hit rate 0.19% among 290,000; in the data active means inhibition mostly above about 51%, no sharp cut-off; inconclusive means no clear call, values can overlap the other calls; inactive means mostly below about 53%; further: some results filed as inactive read as strong as hits
K1F lysis inhibition = protection from phage-mediated lysis, alamar blue read-out – E. coli UTI89, K1F phage, bacterial capsule biogenesis inhibitors (AID 488966); E. coli UTI89 K1F phage lysis, alamar blue, 2 h; higher % means a stronger effect; inhibition, % at 100 µM; hits with a dose series show IC50 in µM; hit rate 0.02% among 340,000;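 active means phage lysis inhibition, versus mean bacterial control, above a set limit; inconclusive means no clear call, values can overlap the other calls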;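 further: capsule biogenesis inhibitors block K1F phage lysis so surviving cells raise fluorescence; higher fluorescence means more inhibition of phage lysis; actives were called in the ten point dose series up to 300 µM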
NTR1 ag = agonists of NTR1, primary screen, imaging, U2OS cells, beta-arrestin-GFP, high content (AID 493036); activation, % at 20 µM; NTR1-U2OS beta-arrestin-GFP spot imaging, agonist mode; hit rate 0.17% among 330,000; P30989;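 active means activation at or above 40% of the spot to cytoplasm intensity ratio, with at least 20 cells analyzed; inconclusive means wells under 20 cells, flagged as cytotoxic or low count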;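 further: 0% = DMSO without peptide and 100% = 100 nM NTR1 peptide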
Target sequence (P30989 whole entry, looked up): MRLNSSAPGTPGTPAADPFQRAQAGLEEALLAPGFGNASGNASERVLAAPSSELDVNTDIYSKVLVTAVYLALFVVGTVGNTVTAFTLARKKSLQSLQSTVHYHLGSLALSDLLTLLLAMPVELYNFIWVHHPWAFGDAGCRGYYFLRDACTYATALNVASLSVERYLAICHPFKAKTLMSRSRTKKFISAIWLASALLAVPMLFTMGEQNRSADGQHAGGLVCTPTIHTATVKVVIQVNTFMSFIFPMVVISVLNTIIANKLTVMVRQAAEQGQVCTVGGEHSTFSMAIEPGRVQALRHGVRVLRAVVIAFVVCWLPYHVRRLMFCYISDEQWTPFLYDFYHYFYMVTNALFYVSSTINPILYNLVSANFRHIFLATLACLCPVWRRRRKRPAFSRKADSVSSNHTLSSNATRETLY
NS5 inhibitors = flavivirus cap methylation enzyme inhibition – biochemical, confirmation dose response, primary screen (AID 588689); Dengue-2 NS5 methyltransferase capping enzyme assay, biochemical; higher % means a stronger effect; one-dose inhibition, % at 25 µM; IC50 in µM for titrated hits; hit rate 0.3% among 340,000; in the data active means a potency from the dose series; inconclusive means inhibition above about 29% without an active follow-up result
West Nile virus CPE = West Nile virus antiviral activity, cell-based, CPE readout (AID 1621); one-dose CPE inhibition, % at 10 µM; IC50 in µM for titrated hits; West Nile virus-infected cells, CPE inhibition; higher % means a stronger effect; hit rate 0.02% among 290,000; in the data active means a potency from the dose series; inconclusive means CPE inhibition mostly from about 3.7% at the one dose, without a potency; inactive means the rest, 99 in 100 with CPE inhibition below about 2.2%; further: strong numbers were not always called active
SV40 large T antigen = SV40 large T antigen inhibitors, biochemical (AID 1903) | SV40 large T antigen ATPase/helicase inhibition assay; higher % means a stronger effect | one-dose inhibition, % at 20 µM; IC50 in µM for titrated hits | hit rate 0.39% among 310,000; in the data active means a potency from the dose series; inconclusive means inhibition mostly from about 32% at the one dose, without a potency; inactive means the rest, 99 in 100 with inhibition below about 32%; further: strong numbers were not always called active
NTR1 ag cell count 20 µM = further read-out of NTR1 ag, marked with its call; cell count; measured here: cell count, cytotoxicity flag
NS5 inhibitors pilot replicate = also measured in NS5 inhibitors; calls as there; inhibition, %; measured here: pilot screen replicate inhibition
* marks the source's active call; other numbers are inactive results; u = inconclusive; x = no result given; [ ] = remark or other dose. Hits appear at their usual frequency (roughly 1.6% active in at least one column).

SMILES	SIAH1 antagonists	RSV antiviral HEp-2	MgcRacGAP inhibition	AID2073	K1F lysis inhibition	NTR1 ag	NTR1 ag cell count 20 µM	NS5 inhibitors	West Nile virus CPE	SV40 large T antigen	others
CCc1ccc(N(C(=O)c2snc(C(N)=O)c2N)C(C(=O)NC2CCCC2)c2ccncc2)cc1 (stereo not drawn)	5.4%	2.8%	10.4%	1.9%	-0.2%	0.5	33	-1.7%	-1.2%	4.0%
CCN1CCc2c(sc(NC(=S)NC(=O)c3ccccc3)c2C#N)C1	3.5%	1.1%	-2.6%	-62.4%	-1.7%	-1.9	55	-14.3%	0.4%	u
CNC(=S)NNC(=O)c1cc(-c2cccnc2)nc2ccccc12	0.1%	2.7%	8.5%	44.6%	0.8%[50 µM]	0.1	75	-3.5%	-0.3%	16.7%
O=C(NCCS(=O)(=O)N1CCN(c2cccc(Cl)c2)CC1)C1CCCC1	x	-0.3%	1.9%	x	0.8%[50 µM]	1.3	64	2.2%	x	12.2%
OC(CN1CCN(c2ccc(C(F)(F)F)cn2)CC1)c1ccccc1 (stereo not drawn)	0.2%	-0.6%	10.5%	16.4%	0.1%	-0.5	74	-1.3%	-1.9%	7.4%
Cc1ccc(C(=O)Oc2oc(-c3ccccc3)nc2C=Nc2ccc(N(C)C)cc2)cc1	-2.9%	0.8%	30.5%	-9.5%	4.8%	12.8	38	u	-0.2%	57.9%
CCn1c(COc2cccc(OC)c2)nnc1SCC(=O)N1CCOCC1	4.5%	2.1%	0.8%	-7.4%	1.8%	2.8	62	-5.6%	-0.3%	22.5%
Cc1[nH]n(-c2ccccc2)c(=S)c1C=NCCCN=Cc1c(C)[nH]n(-c2ccccc2)c1=S	-4.4%	2.5%	11.3%	12.2%	12.6%	-1.0	43	6.5%	-0.4%	38.0%
COc1cc(CN2CCC(n3nccc3NC(=O)CCCc3ccccc3)CC2)ccc1F	-3.4%	3.2%	6.8%	5.0%	0.5%	1.2	40	-0.9%	-1.5%	-3.4%
CC(=O)c1cc(CN2CCC(N3CCC(C(=O)N4CCCC4)CC3)CC2)cs1	-8.0%	-1.7%	-1.1%	-2.7%	-0.7%	1.1	89	-4.7%	0.0%	-1.9%
CC(=O)c1ccc(NC(=O)COC(=O)Cn2cnc3ccccc32)cc1	x	x	0.2%	x	0.6%[50 µM]	1.1	39	0.0%	x	x
Cc1nnc(NC(=O)c2ccc3ccccc3c2)o1	-1.6%	-0.1%	-0.1%	8.1%	-7.3%	0.6	55	2.3%	0.2%	10.9%
Cc1ccc(C)c(OCC(O)CN2CCC(C)CC2)c1C (stereo not drawn)	2.1%	0.4%	225µM*	-2.3%	-0.1%	3.7	53	-8.8%	-0.1%	2.6%
CN(C)S(=O)(=O)Nc1cccc(-c2cn3c(n2)SCC3)c1	9.5%	4.4%	15.2%	5.8%	0.1%	-1.9	66	1.8%	0.0%	12.0%
O=C(CSc1nnc(NC(=O)C2CC2)s1)Nc1cccc(F)c1	-4.5%	4.6%	3.8%	5.5%	1.4%[50 µM]	-0.1	66	-8.4%	-0.5%	-0.1%

In the list so far, these have two or more sulfur atoms.
SMILES	SIAH1 antagonists	RSV antiviral HEp-2	MgcRacGAP inhibition	AID2073	K1F lysis inhibition	NTR1 ag	NTR1 ag cell count 20 µM	NS5 inhibitors	West Nile virus CPE	SV40 large T antigen	others
CCN1CCc2c(sc(NC(=S)NC(=O)c3ccccc3)c2C#N)C1	3.5%	1.1%	-2.6%	-62.4%	-1.7%	-1.9	55	-14.3%	0.4%	u
Cc1[nH]n(-c2ccccc2)c(=S)c1C=NCCCN=Cc1c(C)[nH]n(-c2ccccc2)c1=S	-4.4%	2.5%	11.3%	12.2%	12.6%	-1.0	43	6.5%	-0.4%	38.0%
CN(C)S(=O)(=O)Nc1cccc(-c2cn3c(n2)SCC3)c1	9.5%	4.4%	15.2%	5.8%	0.1%	-1.9	66	1.8%	0.0%	12.0%
O=C(CSc1nnc(NC(=O)C2CC2)s1)Nc1cccc(F)c1	-4.5%	4.6%	3.8%	5.5%	1.4%[50 µM]	-0.1	66	-8.4%	-0.5%	-0.1%

Remaining list, next part.
SMILES	SIAH1 antagonists	RSV antiviral HEp-2	MgcRacGAP inhibition	AID2073	K1F lysis inhibition	NTR1 ag	NTR1 ag cell count 20 µM	NS5 inhibitors	West Nile virus CPE	SV40 large T antigen	others
COc1ccc(-c2noc(CCCC(=O)NC3CCCCC3)n2)cc1	-0.5%	2.0%	7.2%	-2.5%	-0.9%	-0.5	51	-9.5%	-0.1%	5.1%
CCC(C)[C@H](NC(=O)[C@@H]1Cc2ccccc2CN1)C(=O)Nc1ccc2c(c1)OCO2 (stereo partly drawn)	2.0%	0.7%	-13.9%	-13.0%	0.0%	2.5	33	1.8%	0.8%	3.6%
COc1ccc(CCNS(=O)(=O)c2ccc(Br)cc2)cc1	1.1%	13.7%	7.4%	-8.0%	0.2%	0.2	47	0.0%	-0.7%	10.2%	NS5 inhibitors pilot replicate=-1.2
CCOc1c(CNCCCSc2nc(C)cc(C)n2)cccc1OC	1.8%	1.1%	5.9%	-4.4%	0.1%	0.3	63	-5.2%	-0.5%	14.6%
Cc1cc2nc(-c3ccccc3)cc(=O)n2[nH]1	-0.1%	2.7%	14.4%	19.8%	-1.4%	-1.0	44	-2.3%	1.0%	9.0%
COc1ccc(CN2C(=O)c3cccnc3C2=O)cc1S(=O)(=O)N1CCOc2ccc(Cl)cc21	0.7%	1.3%	6.3%	11.2%	0.3%	0.9	50	-6.9%	0.4%	7.5%
O=C(O)c1ccc(N2C(=O)CC(N3C(=O)/C(=C/c4ccc(Cl)cc4)SC3=S)C2=O)cc1 (stereo not drawn)	10.0%	0.1%	13.0%	-3.3%	0.0%	6.3	55	7.5%	0.0%	24.1%
CC(=O)NC1(NC(C)=O)CCN(C)CC1	2.4%	-0.8%	3.9%	-6.0%	-0.3%	0.6	51	-9.4%	0.8%	0.4%
CCC(C)(C)n1nnnc1C(C(C)C)N(CCCO)Cc1cc2cc(C)ccc2[nH]c1=O (stereo not drawn)	2.9%	1.8%	4.7%	31.2%	-0.3%	1.3	76	3.4%	0.5%	8.2%
Cc1ccc(N2C(=O)N(CC(=O)Nc3ccc(C)cc3Cl)C(=O)C2C)cc1 (stereo not drawn)	x	6.9%	3.0%	x	0.4%[50 µM]	-0.7	51	2.2%	x	14.4%
CCC(=O)c1ccc(OCC(=O)OCC(=O)N2CCCc3ccccc32)cc1	x	0.3%	1.5%	x	1.0%[50 µM]	0.3	73	0.7%	x	12.4%
COc1cc(OC)cc(C(=O)Nc2ccc(C(=O)NCC3CCCO3)cc2)c1 (stereo not drawn)	-0.7%	3.0%	5.8%	14.2%	0.6%	-0.1	61	2.3%	-0.1%	9.3%
Cc1occc1C(=O)NNC(=O)C1CCCC1	-3.5%	0.4%	0.6%	10.5%	0.4%	0.8	63	4.4%	0.0%	-5.3%
Cc1csc(NC(=O)c2ccc(N3CCCC3=O)cc2)n1	-2.9%	1.2%	4.1%	-4.2%	0.3%	2.3	31	0.0%	-0.8%	13.2%
CCOC(=O)CNS(=O)(=O)c1ccc2c3c(cccc13)C(=O)N2CC	11.5%	-0.4%	4.6%	u	0.2%	1.1	69	3.8%	-0.3%	-9.1%
CC(=O)CSc1cc(-c2ccccc2)nc2ncnn12	3.3%	-0.6%	10.2%	-9.8%	0.2%	1.8	58	-16.4%	0.0%	10.8%
N#Cc1ccccc1CSc1ccccn1	3.0%	-0.6%	5.4%	-2.4%	4.2%	3.3	47	-5.5%	-0.4%	6.0%
Cc1ccc(S(=O)(=O)NCCNC(=O)c2cc(OCC(F)(F)F)ccc2OCC(F)(F)F)cc1	4.9%	1.1%	3.5%	2.0%	0.8%	-0.2	85	1.6%	-0.5%	12.2%
COCCCNC(=O)C(F)(F)C(F)(F)C(=O)NCCCOC	2.8%	1.0%	7.7%	-2.7%	-0.3%	0.6	47	4.5%	0.2%	-4.6%
CCOC(=O)CNC(=O)C1c2cc(OC)c(OC)cc2C(=O)N(C)C1c1ccccc1F (stereo not drawn)	-1.0%	2.2%	0.5%	2.0%	-0.2%	-0.8	92	-9.0%	-0.4%	-3.1%
CC(C)Oc1ccc(CNC(=O)CCC(=O)N2CCSc3ccccc32)cc1	-5.7%	2.5%	6.6%	2.1%	1.5%	-0.5	102	-2.1%	0.3%	17.8%
COC(=O)c1ccc(COc2ncnc3ccccc23)o1	3.3%	5.7%	-14.2%	-1.0%	0.0%	1.1	55	2.4%	-0.2%	9.5%
COc1ccc(C2=NOC(C(=O)NCc3ccccc3)C2)cc1 (stereo not drawn)	-4.1%	2.2%	0.1%	2.4%	0.1%	2.4	41	7.2%	x	9.9%
O=C(Nn1c(SCc2ccccc2F)nc2ccsc2c1=O)c1ccccc1	9.2%	3.2%	9.9%	2.8%	0.6%	1.3	55	-3.2%	-0.8%	3.7%
CCC(=O)c1cn(CC(=O)NCc2cccnc2)c2ccccc12	-1.7%	1.0%	4.5%	4.9%	-0.1%	1.1	54	-4.1%	0.0%	9.5%
CCOC(=O)c1sc(NC(=O)c2ccc(OC(C)=O)cc2)nc1C	3.8%	u	2.7%	27.7%	0.1%	-0.7	65	-5.3%	-0.8%	5.4%
